Statin myotox sup – protects C2C12 myotubes from simvastatin toxicity; ATP luminescence, 48 h; scaled: DMSO 0, geranylgeraniol control 100; rescue of ATP level, % at 7.49 µM; 330,000 tested, 0.78% active; AID 602340;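 active = mean ATP rescue above about 67%, or every replicate alone reaching that limit, limit read from the data, passing the limit was not always enough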;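 also: myotubes were challenged with 10 µM simvastatin during compound exposure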
PGC1a acetyl inh – lowers PGC1a acetylation signal in U2OS cells. AlphaScreen anti-acetyl-lysine; with virally co-expressed GCN5 acetyltransferase. inhibition, % at 15.6 µM. 350,000 tested, 0.17% active. AID 651687;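 active = every replicate shows inhibition of at least 40%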;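 also: 0% = neutral control wells and 100% = positive control wells; some results beyond the cut were filed as inactive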
S100A4 MyoIIA – S100A4-myosin IIA interaction inhibition; AID 652163; S100A4/TAMRA-MyoIIA peptide fluorescence polarization; P26447; 360,000 tested, 0.14% active; inhibition, % at 10.7 µM;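 active = mean inhibition of at least 70% across replicates, with every replicate also reaching that level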
Target sequence (P26447 whole entry, looked up): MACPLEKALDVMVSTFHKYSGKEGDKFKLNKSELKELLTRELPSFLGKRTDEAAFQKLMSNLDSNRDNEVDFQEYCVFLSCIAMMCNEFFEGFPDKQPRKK
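Test system – S100A4 monomer (human) · Compound – single-point compound testing · Schedule – 5 min incubation before reading · Probe or stimulus – TAMRA-labelled myosin IIA heavy-chain peptide probe, 5 nM · Benchmarks – neutral control DMSO, positive control TFP · Medium – Calcium-containing HEPES buffer, pH 7.2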
Xi reactivation – X-chromosome reactivation activator; XiGFP mouse fibroblasts, % GFP-positive cells imaging, 3 d; cells co-treated with 5-aza-dC sensitizer; scaled so ellipticine positive control = 100%; activation, % at 7.58 µM; 360,000 tested, 0.055% active;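 active = mean normalized replicate activation at least 10% and every replicate at or above 10%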;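 also: 0% = median of on-plate neutral control wells and 100% = ellipticine 6 µM median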
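Schedule: 3 d treatment, 15 min room-temperature fixation; system: 68-5-11 XiGFP fibroblast line; buffer or medium: DMEM plus 5-aza-dC sensitizer; control set: ellipticine 6 µM positive control; compound: one concentration, pinned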
ERAP1 inh – blocks human ERAP1 aminopeptidase activity. Q9NZ08. AID 652197. 340,000 tested, 0.15% active. inhibition, % at 10.7 µM. recombinant ERAP1, Leu-AMC fluorescence, 60 min;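 active = mean replicate inhibition of at least 30%, or all replicates individually reaching that 30% level; inactive = mean below 30% and not every replicate reaching it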;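 also: 0% = neutral control wells and 100% = L-leucinethiol positive control wells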
SIRT5 block – sirtuin-5 (human) deacylase inhibition; Q9NXA8; Purified SirT5, succinyl-peptide AMC, trypsin-coupled fluorescence; inhibition, % at 15 µM; 330,000 tested, 1.1% active; AID 652115; in the data active = inhibition above about 15%
Target sequence (Q9NXA8 whole entry, looked up): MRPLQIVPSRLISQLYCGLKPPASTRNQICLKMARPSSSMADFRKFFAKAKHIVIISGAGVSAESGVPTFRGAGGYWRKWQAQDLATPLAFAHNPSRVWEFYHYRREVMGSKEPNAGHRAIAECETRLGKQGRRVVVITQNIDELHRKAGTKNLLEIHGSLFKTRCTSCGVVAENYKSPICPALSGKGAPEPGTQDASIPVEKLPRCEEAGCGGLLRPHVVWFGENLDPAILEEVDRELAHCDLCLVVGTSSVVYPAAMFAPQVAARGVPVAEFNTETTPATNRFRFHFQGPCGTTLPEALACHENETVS
LGR2 antag – Drosophila LGR2 receptor signaling inhibition. HEK293 LGR2, CRE-luciferase, bursicon-stimulated, 4 h. inhibition, % at 9.99 µM. 380,000 tested, 0.35% active. AID 720647;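 active = drop in luminescence signal, shown as inhibition above about 50% in the replicate tests, limit read from the data, passing the limit was not always enough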;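 also: agonist challenge used bursicon conditioned medium at about half maximal strength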
Cneo AK release – Cryptococcus neoformans lysis via adenylate kinase release | C. neoformans lysis, adenylate kinase release luminescence, 4 h; normalised: neutral wells 0, clomiphene wells 100 | lysis activity, % at 15 µM | 360,000 tested, 0.2% active;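 active = mean lysis activity across replicates of at least 80%, whatever share of replicates individually reach that level; inactive = mean lysis activity below 80%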
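Material – log-phase Cryptococcus neoformans yeast cells · Input – 5 × 10^6 yeast cells/mL · Medium – fresh YPD growth medium · Doses – single compound concentration per well · Timing – static 4 h at 37 °C with compound, 1 h detection · Detection – adenylate kinase release luminescence · Read-out – signal increase indicating cell lysis · Control set – Clomiphene as positive lysis control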
An asterisk follows results filed as active; / = not tested or not shown; & = joins results of further samples.

SMILES | Statin myotox sup | PGC1a acetyl inh | S100A4 MyoIIA | Xi reactivation | ERAP1 inh | SIRT5 block | LGR2 antag | Cneo AK release
CC(=O)Cc1cc(O)c2ccccc2c1OC(=O)c1ccc(Br)cc1 | 88* | 6 | -4 | 1.2 | 6 | 1 | 8 | /
COc1ccc(CNC(=S)NNC(=O)c2cc3ccccc3o2)cc1 | 7 | / | 1 | 0.3 | -8 | -1 | -4 | /
O=c1cc(/C=C/c2c(F)cccc2Cl)[nH]c2ccccc12 | / | -5 | / | 0.0 | / | / | -34 | -2
COCCn1c(SCC(=O)NC2CCCC2)nnc1-c1ccncc1 | 0 | / | -1 | 0.1 | 2 | / | 15 | 0
C[C@@H]1CN([C@@H](C)CO)C(=O)c2cc(NC(=O)Nc3cccc4ccccc34)ccc2O[C@@H](C)CCCCO[C@@H]1CN(C)C(=O)CCCN(C)C | / | -1 | 52 | 0.1 | 0 | 4 | 6 | 1
CN(C)C(=O)c1ccc(-c2ccccc2[C@H]2[C@@H](C#N)N(C(=O)C3CCCC3)[C@@H]2CO)cc1 | / | / | 51 | 0.0 | -4 | 2 | -4 | /
CC(=O)N1c2ccc(S(=O)(=O)NCCC(=O)NC3CCCCCC3)cc2CC1C (centres undefined) | -4 | -8 | -1 | 0.0 | 0 | -4 | -10 | 0
COc1ccc(CNC(=O)c2cnn3c(C(F)F)cc(C)nc23)cc1OC | 9 | 14 | 1 | 0.3 | -1 | -2 | -7 | 2
Cc1ccc(S(=O)(=O)Nc2ccc3c(c2)CC(=O)N([C@@H](C)CO)C[C@H](C)[C@@H](CN(C)Cc2ccc(C(=O)O)cc2)O3)cc1 | -8 | 11 | / | -0.4 | / | / | -4 | /
CCOC(=O)c1c(-c2ccc(C)o2)csc1NC(=O)CSc1nncs1 | 5 | -3 | / | / | / | / | 0 | 0
COc1ccc2c3c([nH]c2c1)[C@H](CO)N(C(=O)CN1CCOCC1)CC31CCN(C)CC1 | / | 19 | 3 | 0.2 | 2 | -3 | -9 | /
CCCCN1C(=O)/C(=C/C=C2/C=Cc3ccccc3N2CC)SC1=S | / | 3 | -14 | 0.1 | 0 | -3 | -11 | /
CN(C)c1ccc(/C=N/NC(=O)c2nnn(-c3nonc3N)c2CN2CCCCCC2)cc1 | -2 | 12 | 8 | 0.1 | -2 | / | 10 | 1
COc1ccc(NC(=O)CC2C(=O)N(Cc3ccccc3)C(=S)N2CCN2CCOCC2)cc1 (centres undefined) | 8 | -11 | -4 | 0.0 | 0 | 0 | 13 | 4
CCc1ccc(OCC(=O)NCCc2ccc3c(c2)OCCO3)cc1 | 8 | -4 | -4 | 0.0 | -3 | 2 | -9 | 0
O=C(C[C@H]1C=C[C@@H](NC(=O)C2CCC2)[C@@H](CO)O1)Nc1nccs1 | 4 | 6 | -2 | -0.9 | 0 | -7 | 12 | -3
Cc1ccc(-c2cc(C(=O)Nc3cc(C)ccc3O)no2)cc1 | 27 | -12 | -1 | 0.2 | -2 | -1 | -58 | -8
Cc1cccc(S(=O)(=O)N2CCCCN3[C@H](CO)[C@@H](c4ccc(-c5ccccc5)cc4)[C@H]3C2)c1 | / | -12 | 3 | / | 0 | 22* | / | 9
CC(OC(=O)C1CCN(S(=O)(=O)c2ccccc2C(F)(F)F)CC1)C(=O)N(C)Cc1ccccc1 (centres undefined) | 6 | / | -1 | 0.0 | 3 | -1 | 1 | -3
Cc1ccc(S(=O)(=O)N(C)C)cc1NC(=O)COC(=O)c1sc2cc(Cl)ccc2c1Cl | -2 | -3 | 0 | 0.0 | / | -6 | -6 | -4

Complete entries, looked up by structure. Order of screens: Statin myotox sup	PGC1a acetyl inh	S100A4 MyoIIA	Xi reactivation	ERAP1 inh	SIRT5 block	LGR2 antag	Cneo AK release
`CCc1ccc(OCC(=O)NCCc2ccc3c(c2)OCCO3)cc1` reads 8	-4	-4	0.0	-3	2	-9	0
`COCCn1c(SCC(=O)NC2CCCC2)nnc1-c1ccncc1` reads 0	/	-1	0.1	2	/	15	0
`COc1ccc(CNC(=S)NNC(=O)c2cc3ccccc3o2)cc1` reads 7	/	1	0.3	-8	-1	-4	/

New compounds follow.
SMILES | Statin myotox sup | PGC1a acetyl inh | S100A4 MyoIIA | Xi reactivation | ERAP1 inh | SIRT5 block | LGR2 antag | Cneo AK release
CCNC(=S)N/N=C1\CCCCc2ccccc21 | 3 | 8 | -7 | 0.0 | 3 | -2 | 4 | 5
COc1ccc2c3c(n(C)c2c1)[C@@H](CO)N(C(=O)c1ccc(F)cc1)CC31CN(C(=O)Nc2ccc(F)cc2)C1 | / | 13 | -3 | 0.2 | 1 | 2 | -26 | /
O=C(CCCN1C(=O)c2cccc3cccc(c23)C1=O)N1CCN(c2ccccc2O)CC1 | -11 | -11 | / | 0.0 | / | / | 7 | /
O=C(O)c1cccc(NS(=O)(=O)c2ccc3c(c2)OCCCO3)c1 | 2 | 1 | -5 | 0.3 | -1 | -2 | -51 | 2
CO[C@H]1CN(C)C(=O)c2ccc(NC(=O)Nc3ccc(Cl)c(Cl)c3)cc2OC[C@H](C)NC[C@@H]1C | -59 | / | -3 | 0.1&0.0&0.3 | 0 | 11 | 22 | 41
COc1cccc(CC(=O)Nc2cc(S(=O)(=O)N3CCOCC3)ccc2N2CCOCC2)c1 | 5 | -8 | 1 | 0.2 | 0 | -4 | -19 | 2
COCCNC(=O)[C@H]1N2C(=O)c3c(ccc(OC)c3OC)C2SC1(C)C (some centres undefined) | 11 | / | 0 | 0.0 | 2 | 1 | 2 | 1
COc1ccccc1CNC(=O)CN(C)S(=O)(=O)c1ccc2c(c1)c(=O)n(C)c(=O)n2C | -12 | 18 | -2 | 0.0 | 2 | -1 | 10 | 8
COc1ccccc1-c1ccc2c(c1)O[C@H](CN(C)S(=O)(=O)c1ccc(C)cc1)[C@H](C)CN([C@H](C)CO)S2(=O)=O | -56 | 11 | 28 | -1.2 | -8 | 4 | 6 | -4
CCCN1[C@@H]2c3ccc(-c4ccccc4)c(=O)n3C[C@@H]2[C@@H](CO)[C@@H]1C(=O)NCC(F)(F)F | 14 | 2 | -12 | 0.4 | 2 | 3 | 17 | -1
O=C(O)Cn1ccnc1[N+](=O)[O-] | / | / | 0 | 0.0 | 0 | 3 | -28 | /
Cc1ccc(CCNC(=O)C2CCCN(S(=O)(=O)N3CC(C)CC(C)C3)C2)cc1 (centres undefined) | -2 | -5 | -1 | 0.3 | 2 | 0 | 26 | 0
CCOC(=O)Cc1csc(NC(=O)CSc2nnnn2-c2ccc(C)c(C)c2)n1 | / | 9 | 0 | / | -6 | -5 | / | -1
COc1ccc(S(=O)(=O)Nc2ccc3c(c2)C(=O)N([C@@H](C)CO)C[C@@H](C)[C@H](CN(C)Cc2ccc(Oc4ccccc4)cc2)O3)cc1 | -11 | -1 | 1 | -0.7 | -3 | 25* | -14 | -2
CC(=O)c1ccc(S(=O)(=O)N(C)CCCC(=O)NCc2ccc3c(c2)OCO3)cc1 | -57 | -15 | 1 | 0.0 | 0 | 5 | 2 | 1
C[C@@H]1CCCCO[C@@H](CN(C)C(=O)Nc2ccc(C(F)(F)F)cc2)[C@@H](C)CN([C@@H](C)CO)C(=O)c2cc(N(C)C)ccc2O1 | -37 | 9 | -6 | 0.5 | -2 | 2 | 20 | 0
O=C(C1CCCC1)N1C[C@@H]2[C@H](c3ccccc31)[C@@H](CO)N2C(=O)Nc1cccc(F)c1 | -2 | 0 | 5 | 0.0 | 5 | -2 | 2 | 0
C[C@H]1CCCCO[C@H](CN(C)C(=O)CCCN(C)C)[C@@H](C)CN([C@@H](C)CO)C(=O)c2cc(NC(=O)C3CCCCC3)ccc2O1 | / | 10 | -5 | -0.1 | -3 | -7 | -21 | 5
Cc1ccc(NC(=O)c2cc(S(=O)(=O)N3CCCCC3)cs2)cc1 | -9 | 2 | -3 | / | 2 | -2 | 2 | 0
COc1cccc(NC(=O)Nc2cc(C(=O)O)ccc2C)c1 | 0 | -2 | 6 | 0.0 | -6 | 0 | -15 | /
Cc1ccc(CNC(=O)c2cc3c(=O)n(C)c4ccccc4c3n2C)o1 | 3 | 10 | -2 | 0.2 | / | / | -34 | 1
COc1ccc(C(=O)c2c3ccc([N+](=O)[O-])cc3[n+]([O-])n2CCCN)cc1 | 23 | / | 8 | 0.3 | 1 | / | -2 | -3
C[C@H]1CN([C@@H](C)CO)S(=O)(=O)c2ccc(-c3cccc(C#N)c3)cc2O[C@@H]1CN(C)C(=O)Nc1cc(F)ccc1F | -20 | -14 | 13 | -1.1 | 1 | 9 | -7 | -4
c1cc(Nc2cccc3nccnc23)c2nccnc2c1 | -6 | -4 | 2 | 0.0 | 0 | -1 | 11 | -2
O=C(Cc1ccncc1)NCC[C@H]1CC[C@@H](NC(=O)Nc2ccc(F)cc2)[C@@H](CO)O1 | -3 | -2 | 12 | 0.0 | -1 | 3 | 8 | 2
CC(=O)c1cccc(NC(=O)C2(C)Cc3c(-c4ccccc4)ccnc3O2)c1 (centres undefined) | 6 | / | 1 | 0.0 | -1 | / | -12 | 0
c1ccc(COc2cccc(-c3cc4nc(NCCOc5ccccc5)ccn4n3)c2)cc1 | -7 | -2 | -2 | 0.0 | -1 | / | -3 | 0
COc1ccc(OC)c([C@@H]2OCCC=C[C@H]2C)c1 | -3 | 10 | -8 | 0.0 | -1 | 1 | -39 | 0
Cc1noc(C)c1-c1ccc(C(=O)NC2CCCCC2)c2occc12 | -17 | -4 | -2 | 0.5 | 1 | -2 | -46 | 12
Cc1nc2sc(C(c3ccco3)N3CCN(c4cccc(Cl)c4)CC3)c(O)n2n1 (centres undefined) | 14 | -5 | 5 | / | -1 | / | 12 | 1
CC(/C=C/c1ccccc1)=N/NC(=O)Cn1nnc(N)n1 | / | -5 | 1 | 0.1 | -3 | 1 | -1 | -1
Nc1[nH]c(C(=O)c2ccccc2)c(-c2cccnc2)c1C(=O)NCCc1ccc(Cl)cc1Cl | / | / | -4 | 0.0 | / | -11 | -1 | /
CNC(=O)C[C@@H]1CC[C@H]2[C@H](COc3ccc(NC(=O)Nc4ccc(F)cc4)cc3C(=O)N2C)O1 | 7 | 10 | 3 | 0.0 | -1 | 2 | -2 | 64
COc1cc(C(C)=O)ccc1OCc1cc(C(=O)N(C)CCC2CCCCO2)no1 (centres undefined) | 3 | / | -5 | 0.0 | -2 | -4 | -58 | -2
C=CCn1c(-c2csc3ccccc23)n[nH]c1=S | -147 | -8 | / | / | / | / | -9 | 6
CCCNC(=O)C[C@@H]1CC[C@H]2[C@@H](COC[C@@H](O)CN2CC2CCCCC2)O1 | 20 | 1 | 10 | 0.1 | 1 | -2 | -6 | 3
O=C(NCC[C@@H]1CC[C@H](NS(=O)(=O)c2ccccc2F)[C@H](CO)O1)c1ccc(F)cc1 | -4 | -3 | -2 | 0.1 | -1 | 3 | 2 | 0
C[C@@H](C(=O)Nc1ccccc1N1CCOCC1)N1C(=O)C2CC=CCC2C1=O (some centres undefined) | -10 | -1 | / | / | / | / | 22 | 1

Not all compounds are listed; count on the stated rates, not on these rows.
